ERK EGF inh – inhibitors of EGF-stimulated ERK signaling pathway; hit rate 0.41% among 130,000; AID 1454; Potency, µM (top dose mostly 11.5 µM), for the others: at the top dose activity change, negative = inhibition, most hits filed as inhibitors; HEK293-V1b, EGF-stimulated phospho-ERK AlphaScreen; active = well fitted inhibition curve with a large enough effect; inconclusive = small, poorly fitted or top-dose-only effect, or effect the other way;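 note: plate controls were stimulated vehicle wells for no effect and unstimulated vehicle basal for full effect; nearly all actives have a fitted effect of over 55% in size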
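EGF-stimulated (25 nM, 5 min) phospho-ERK in HEK293 cells stably expressing V1b, cells pretreated 30 min with compound at 37C. Homogeneous AlphaScreen read on lysates.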
* hit, by the source's call; ? = inconclusive; & = joins results of further samples; [ ] = dose if it differs, or a comment. Potency is the fitted concentration of half-maximal effect.

SMILES	ERK EGF inh
COc1cc(CN2CCN(Cc3ccc([N+](=O)[O-])cc3)CC2)c([N+](=O)[O-])cc1OC	-4.8%
Cc1ccnc(NC(=O)c2ccc3c(c2)OCO3)c1	11.2%
O=c1c2ccc(Cl)cc2nc(-c2ccc([N+](=O)[O-])cc2)n1O	-1.2%
CCCCNCCOCCOc1ccc(Cl)cc1Br	2.7%
Cc1ccc(C(=O)N(Nc2nc3ccccc3s2)C(=O)c2ccc(C)cc2)cc1	-9.8%
COc1cccc(NC(=O)Nc2cc(Cl)ccc2C)c1	8.0%
COc1ccc(-n2c(C)nc(N)c2C(=O)c2ccccc2)cc1	-0.9%[57.5 µM]
Cc1occc1C(=O)N1CCN(S(C)(=O)=O)CC1	1.1%
CC(=O)N1CC(C)c2scc(C)[n+]2-c2ccccc21 (stereo not drawn)	6.3%
Cc1cc(=O)[nH]c(N/N=C/c2ccc(OC(=O)c3cccnc3)cc2)n1	-4.3%
Nn1cnnc1SCC(=O)Nc1ccc2c(c1)OCO2	13.0%
COC(=O)[C@@H]1C[C@H]2CC[C@H](O)C[C@H]2N1Cc1ccc(C)s1	2.5%
O=C(CCCN1C(=O)c2cccc3cccc(c23)C1=O)NCc1cccnc1	7.9%
CCc1ccc(Nc2cnn(-c3nc4ccccc4s3)c(=O)c2Cl)cc1	5.0%
CC(NC(=O)CSc1ncccn1)c1ccc(Cl)cc1Cl (stereo not drawn)	-4.2%
Cc1ccc(-c2nnn(CC(=O)N(CCO)C(C(=O)NC3CCCC3)c3ccc(F)cc3)n2)o1 (stereo not drawn)	8.7%
Cc1c(Cl)c([N+](=O)[O-])nn1CCCC(=O)NC(C)c1ccccc1 (stereo not drawn)	11.2%
CC(=O)Nc1cc(NC(C)=O)cc(-c2nc3ccccc3[nH]2)c1	5.0%
O=C(N/N=C/c1cc2cc3c(cc2nc1Cl)OCCO3)c1ccccc1O	?
Cc1cc(C(=O)COc2ccccc2C(N)=O)c(C)n1C	5.4%
COCCCNCC(O)COc1cccc2[nH]c(C)cc12 (stereo not drawn)	1.5%
COC1=C[C@@H](C)C2CC3OC(=O)C[C@H]4C(C)=C(OC)C(=O)C([C@@]2(C)C1=O)[C@@]34C (stereo partly drawn)	-4.4%
O=S(=O)(c1ccc(S(=O)(=O)N2CCOCC2)cc1)N1CCCC1	-5.1%
CC(=O)Nc1ccc(/C=C/C(=O)c2ccccc2)cc1	?
Nc1ccccc1-c1nnc(-c2ccccc2N)n1N	0.7%
Cc1nc(-c2ccc([N+](=O)[O-])cc2)sc1C(=O)O	3.9%
CSC1=NCCN1S(=O)(=O)c1ccc(Cl)cc1	-4.7%
CN(C)C(CNC(=O)c1cccc(C#N)c1)c1ccco1 (stereo not drawn)	2.7%
OCC(O)CN1CCCC1 (stereo not drawn)	-12.5%[57.5 µM]
O=C(Cc1cccs1)N1CCN(S(=O)(=O)c2ccccc2)CC1	1.5%
O=[N+]([O-])C(/C=C(/Cl)[N+](=O)[O-])=C(N1CCCCC1)N1CCCCC1	-6.8%[57.5 µM]
COc1ccc(Br)cc1/C=N/Nc1cccc(C(=O)O)c1	3.6%
COc1ccc(CCN(C)C(=O)CSc2nc3ncc(Cl)cc3[nH]2)cc1OC	4.7%
CN(Cc1ccccc1)CC(O)COc1ccc(CNCCCOc2cccnc2)cc1 (stereo not drawn)	3.1%
COC(=O)c1c(NC(=O)CN2C(=O)C(=O)N(CC(C)C)C2=O)sc2c1CCCCC2	-0.2%
COc1cc(CC(=O)Nc2cc(S(C)(=O)=O)ccc2Cl)cc(OC)c1OC	-11.2%
COc1ccc(C(=O)N2CCC(C(=O)Nc3ccc4c(c3)OCO4)CC2)cc1	31.7%
NC(=O)C1CCN(C(=O)c2cccc(S(=O)(=O)N3CCc4ccccc4C3)c2)CC1	9.2%
Fc1ccc(-c2nc3c(-c4ccc(F)cc4)cnn3cc2CCN2CCOCC2)cc1	5.3%
Cc1cccc(N2CCN(CC(O)COc3ccc(Cl)cc3)CC2)c1 (stereo not drawn)	?
C=CCN(CC=C)C(=S)NC(=O)c1ccc(C)c(Br)c1	4.8%
Oc1c(Cl)cc(Cl)cc1C=Nc1cc(C(F)(F)F)ccc1N1CCc2ccccc2C1	-5.4%[57.5 µM]
O=C(Cc1ccccc1)NNC(=S)Nc1ccc(Cl)cc1	-11.1%
Cc1nc2ccccc2c2c1C(=O)NC2=O	13.6%[57.5 µM]
NCCCNC(=O)c1ccc(/C=N/O)nc1	-10.5%
CN1CCc2cccc3c2[C@@H]1Cc1ccc(O)c(O)c1-3	?
c1ccc2oc(-c3[nH]ncc3CN3CCC(N4CCSCC4)CC3)cc2c1	25.3%
Cn1c(SCC(=O)c2ccc3c(c2)Cc2ccccc2-3)nnc1-c1cccc(N)c1	-3.7%
CC(=O)Nc1csc2ccccc12	4.5%
O=C(CN1CCN(Cc2ccc(Cl)cc2)C1=O)NCc1cccs1	2.3%
CC1(C)CC(=O)CC(C2(O)C(=O)N(Cc3ccccc3)c3ccccc32)O1 (stereo not drawn)	-7.5%
O=C(NCC1CCN(S(=O)(=O)c2ccccc2)CC1)Nc1ccc(F)cc1F	-5.4%[57.5 µM]
CCc1ccc(OCC(=O)NC(NC(=S)Nc2ccccc2)C(Cl)(Cl)Cl)cc1 (stereo not drawn)	-3.2%
COC(=O)c1ccc(-c2noc(CN(Cc3ccccn3)CC3CCCO3)n2)cc1 (stereo not drawn)	-0.3%
CCCCOC1CC(c2ccc(OCc3ccc(OC)cc3)c(OC)c2)N(C)O1 (stereo not drawn)	-0.4%
Cn1c(=O)c(C(=O)COC(=O)c2cc(C(F)(F)F)nc3c(C(F)(F)F)cccc23)c(N)n(Cc2ccccc2)c1=O	0.0%
O=C1c2ccccc2C(=O)N1CN(C(=O)COc1ccccc1)c1ccc(F)cc1	5.3%
CCOc1ccc(CNc2ccc(S(N)(=O)=O)cc2)cc1	-6.8%
Cc1ccc(C)c(Cn2nnc3c(=O)[nH]c(C(=O)NCC4CCCO4)nc32)c1 (stereo not drawn)	-4.8%
CCCCNC(=O)[C@H](CSCc1ccccc1)N1Cc2ccccc2C1=O	1.0%

A different layout for some results above.
canonical_smiles | ERK EGF inh
Cc1cc(C(=O)COc2ccccc2C(N)=O)c(C)n1C | 5.4%
COCCCNCC(O)COc1cccc2[nH]c(C)cc12 (stereo not drawn) | 1.5%

Further records.
SMILES	ERK EGF inh
Cc1cnc2cc(Cl)c(Cl)cc2n1	2.6%
CCOC(=O)c1ccccc1NC(=O)CSc1nc(N)cc(=O)[nH]1	2.0%[57.5 µM]
Cc1ccc(CNC(=O)Cc2nc3nc(C)cc(C)n3n2)cc1	-9.4%
COc1ccc(S(=O)(=O)N(CCc2ccccc2)CC(=O)N/N=C/c2ccc3c(c2)OCO3)cc1	12.0%
CCN(CC(=O)NCc1ccc(F)cc1)CC(=O)Nc1ccccc1-c1ccccc1	0.8%
COc1ccc(C(=O)NC(=S)N2CC(C)OC(C)C2)cc1 (stereo not drawn)	-5.7%
O=C(/C=C/Nc1ccc(F)cc1F)c1ccco1	-7.9%
COc1ccc(CC2(CO)CCN(C(C)COc3ccccc3)CC2)cc1 (stereo not drawn)	0.8%
CC(Oc1ccccc1)C(=O)NC1C(=O)N2C1SC(C)(C)C2C(=O)O (stereo not drawn)	-2.7%
Cc1ccc(N2C(=O)/C(=C/c3cccnc3)SC2=S)cc1	7.0%
CC(C)c1onc(C(=O)Nc2cccc(O)c2)c1[N+](=O)[O-]	-0.6%
C/C(=N\Nc1nc(N2CCOCC2)nc(N2CCOCC2)n1)c1cccs1	-5.0%
Oc1cc(O)c2c(c1)O[C@H](c1ccc(O)c(O)c1)[C@H](O)C2	-3.7%&6.6%[25.7 µM]
COc1ccc(C(=O)c2c(NC(C)=O)sc3c2CCN(C(=O)OC(C)(C)C)C3)cc1	10.4%[57.5 µM]
CC(C)Nc1oc(-c2ccccc2)nc1-c1cccc2ccccc12	-2.1%
c1cnc(-c2noc(CN3CCN(C4C5CC6CC(C5)CC4C6)CC3)n2)cn1 (stereo not drawn)	-4.7%
OCCC1CN(Cc2c(F)cccc2Cl)CCN1C1CCCCC1 (stereo not drawn)	12.5%
C/C(=N\Nc1nc(-c2ccccc2O)nc2ccccc12)c1ccccc1	-2.5%
O=[N+]([O-])c1ccc(N2CCCCC2)cc1	-6.4%[57.5 µM]
O=C(O)C1CCCN1S(=O)(=O)c1ccccc1 (stereo not drawn)	9.8%

Arranged by count of non-hydrogen atoms (falling): some entries from above.
SMILES	ERK EGF inh
COc1ccc(S(=O)(=O)N(CCc2ccccc2)CC(=O)N/N=C/c2ccc3c(c2)OCO3)cc1	12.0%
CCN(CC(=O)NCc1ccc(F)cc1)CC(=O)Nc1ccccc1-c1ccccc1	0.8%
COc1ccc(C(=O)c2c(NC(C)=O)sc3c2CCN(C(=O)OC(C)(C)C)C3)cc1	10.4%[57.5 µM]
c1cnc(-c2noc(CN3CCN(C4C5CC6CC(C5)CC4C6)CC3)n2)cn1 (stereo not drawn)	-4.7%
C/C(=N\Nc1nc(N2CCOCC2)nc(N2CCOCC2)n1)c1cccs1	-5.0%
CC(C)Nc1oc(-c2ccccc2)nc1-c1cccc2ccccc12	-2.1%
CCOC(=O)c1ccccc1NC(=O)CSc1nc(N)cc(=O)[nH]1	2.0%[57.5 µM]
Cc1ccc(CNC(=O)Cc2nc3nc(C)cc(C)n3n2)cc1	-9.4%
COc1ccc(C(=O)NC(=S)N2CC(C)OC(C)C2)cc1 (stereo not drawn)	-5.7%
O=C(/C=C/Nc1ccc(F)cc1F)c1ccco1	-7.9%
O=C(O)C1CCCN1S(=O)(=O)c1ccccc1 (stereo not drawn)	9.8%
O=[N+]([O-])c1ccc(N2CCCCC2)cc1	-6.4%[57.5 µM]
Cc1cnc2cc(Cl)c(Cl)cc2n1	2.6%

The listing continues.
SMILES	ERK EGF inh
CSc1nc(-c2ccccc2)cn1-c1ccc(NC(C)=O)cc1	-3.9%
CCCCCCN(C(=O)CCCCCN1C(=O)NC(C2CC2)C(C(=O)OCc2ccccc2)=C1C)C(C(=O)NCCCC)c1ccc(OCC(=O)OC)c(C(=O)OC)c1 (stereo not drawn)	-5.5%
S=c1[nH]nc(CSCCOc2ccc(Cl)cc2Cl)o1	30.9%[57.5 µM]
CCc1cc2c(C)cc(C)cc2nc1SCC(=O)Nc1cc(C)on1	-8.7%
O=C(CC12CC3CC(CC(C3)C1)C2)Nc1ccccc1N1CCOCC1	1.7%
O=C1N[C@H](Cc2ccccc2)C(=O)N1Cc1cccc2ccccc12	-11.3%
OC(COCCOc1ccc(Br)cc1)CN1CCN(Cc2ccccc2)CC1 (stereo not drawn)	9.8%
COc1cc2c(cc1OC)CN(C(=O)c1ccc(OC)c([N+](=O)[O-])c1)CC2	1.8%[57.5 µM]
COc1ccc(NC(=S)NCCN2CCC(C)CC2)cc1Cl	?
O=C(Nc1ccc(NC(=O)c2ccco2)cc1)c1ccc2c(c1)OCCO2	0.9%
OCCC1CN(Cc2cnc(-c3ccccc3)s2)CCN1C1CCCC1 (stereo not drawn)	-0.9%
COC(=O)c1cc(Cl)nc2ccccc12	-4.8%
COc1ccc2cc(C(=O)C3CCCN(C(=O)CSc4nnc(C)o4)C3)ccc2c1 (stereo not drawn)	-2.9%
COc1ccc(N2CC(C(=O)Nc3nc4ccccc4s3)CC2=O)cc1 (stereo not drawn)	?
CCCCC[n+]1ccn(-c2nc3ccccc3nc2[N-]S(=O)(=O)c2ccccc2)c1	-24.8%[57.5 µM]
O=C(C(=O)N1CCN(c2ccccc2F)CC1)c1c[nH]c2ccccc12	-4.4%
N#CC(C#N)=Cc1ccccc1OCc1ccccc1	-4.9%[57.5 µM]
COc1cccc(C(=O)NC(=O)Nc2cc(C)on2)c1	-0.6%
COc1cc(Cl)c(C)cc1NC(=O)c1ccc(NS(=O)(=O)c2ccc(F)c(F)c2)cc1	-1.5%
CCOC(=O)/C(C#N)=C1\CC2CCC1(C)C2(C)C (stereo not drawn)	-0.4%
FC(F)(F)c1cccc(CN2CCC(c3cc(-c4cccs4)n[nH]3)CC2)c1	-13.0%
COC(=O)CC1[C@@]2(C)C[C@@]34OC5(C)OC6(CC[C@@]7(C)C(c8ccoc8)OC(=O)C(C(C)=O)C7[C@]6(O5)C(O)[C@@]3(O)C2O)[C@]14C (stereo partly drawn)	8.6%
CNc1ccc2nnc(C(F)(F)C(F)(F)C(F)(F)F)n2n1	-14.3%
O=c1[nH]c(CS(=O)(=O)c2ccccc2)nc2ccccc12	4.1%
COc1ccc(C(C[N+](=O)[O-])c2c(C)cc3ccccn23)cc1 (stereo not drawn)	-6.1%
COc1ccc(C2CC(c3cccs3)=NN2C(=O)c2ccco2)cc1OC (stereo not drawn)	-3.1%[57.5 µM]
CCOc1cccc(C(=O)Nc2ccc3oc(-c4cccnc4)nc3c2)c1	-2.5%[57.5 µM]
C/C(=N\NC(=S)NCc1ccccc1)c1cccc(Br)c1	1.6%
Cc1oc2ccc(OC(=O)c3cccs3)cc2c1C(=O)OC(C)C	1.0%[57.5 µM]
CCOc1ccccc1/C=C(/NC(=O)c1ccccc1)C(=O)N(CC)CC	6.8%
COC(=O)Cc1ccc(N(Cc2ccccc2F)S(=O)(=O)c2ccc(Br)cc2)cc1	?
O=C(Nc1ccc(Cl)cc1)/C(=C/c1ccc([N+](=O)[O-])cc1)c1nc2ccccc2s1	-5.8%
Cc1csc(N)n1	6.5%[57.5 µM]
Cn1cnc([N+](=O)[O-])c1S(=O)(=O)c1ccc(Cl)cc1	3.0%
CC(C)=CCCC(C)NC(=O)NC1CCCCC1 (stereo not drawn)	5.0%
O=C(c1cccc(F)c1)N1CCC2(CCN(Cc3ccccc3)CC2)CC1	9.3%

This is a subset, so the mix of outcomes need not match the whole.
